APJ antag: APJ receptor antagonism | CHO-K1 APJ beta-arrestin complementation, luminescence | inhibition, % at 20 µM | 330,000 tested, 0.32% active | AID 2521 | P35414;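 active means inhibition above about 40% at 20 µM, limit read from the data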;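 further: cells challenged with 10 nM apelin-13 agonist together with compound; plate controls were apelin-13 plus DMSO wells for no effect and DMSO wells lacking apelin-13 for full effect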
Gli-Sufu block: Gli-Sufu pathway antagonism. Sufu-KO-LIGHT fibroblasts, Gli luciferase reporter luminescence. inhibition, % at 5 µM. 340,000 tested, 0.74% active;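 active means inhibition above about 55%, limit read from the data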;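 further: 0% = DMSO-treated cells and 100% = wells with medium but no cells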
697 NFkB inh: inhibitors of the PMA/ionomycin-induced NF-kB reporter in 697 B cells | 330,000 tested, 0.33% active | 697 B-cell NF-kB luciferase reporter, 16 h | inhibition, % at 4 µM | AID 435022; in the data active means inhibition above about 35%
CXCR6 block: CXCR6 (human) receptor inhibition; CHO-K1 PathHunter CXCR6 beta-arrestin, luminescence; 360,000 tested, 0.36% active; O00574; inhibition, % at 20 µM; in the data active means inhibition above about 34%, passing the limit was not always enough;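 further: antagonist mode with CXCL16 agonist at 10 nM final; 0% = 10 nM CXCL16 with DMSO and 100% = unstimulated wells without agonist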
Target sequence (O00574 whole entry, looked up): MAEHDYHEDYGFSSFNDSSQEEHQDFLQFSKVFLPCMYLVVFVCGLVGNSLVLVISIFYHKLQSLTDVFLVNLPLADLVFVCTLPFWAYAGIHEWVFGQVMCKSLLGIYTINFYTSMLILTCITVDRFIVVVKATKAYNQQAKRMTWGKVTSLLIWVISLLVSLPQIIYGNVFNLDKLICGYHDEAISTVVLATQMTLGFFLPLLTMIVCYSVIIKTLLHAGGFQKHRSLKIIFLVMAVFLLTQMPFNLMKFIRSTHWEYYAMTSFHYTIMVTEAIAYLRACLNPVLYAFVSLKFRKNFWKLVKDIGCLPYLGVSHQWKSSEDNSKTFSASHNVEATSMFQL
UBC13 inh: inhibitors of human UBC13 polyubiquitin chain formation; P61088; TR-FRET; inhibition, % at 20 µM; 330,000 tested, 0.47% active; in the data active means inhibition above about 45%, passing the limit was not always enough
Jurkat NFkB inh: inhibitors of the PMA/ionomycin-induced NF-kB reporter in Jurkat cells | PMA/ionomycin-induced NF-kB luciferase reporter, luminescence | inhibition, % at 4 µM | 330,000 tested, 0.53% active | AID 435003; in the data active means inhibition above about 50%
CCR6 antag: blocks CCL20-driven beta-arrestin recruitment at human CCR6 | CHO-K1 CCR6 PathHunter beta-arrestin, luminescence, CCL20-stimulated | AID 493098 | inhibition, % at 20 µM | 340,000 tested, 0.49% active;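 active means compounds whose inhibition of the agonist-driven luminescence signal at 20 µM reaches about 50%, limit read from the data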;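 further: cells stimulated with CCL20 at 14 nM final; plate controls were DMSO with CCL20 for no effect and DMSO without agonist for full effect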
Target sequence (P51684 whole entry, looked up): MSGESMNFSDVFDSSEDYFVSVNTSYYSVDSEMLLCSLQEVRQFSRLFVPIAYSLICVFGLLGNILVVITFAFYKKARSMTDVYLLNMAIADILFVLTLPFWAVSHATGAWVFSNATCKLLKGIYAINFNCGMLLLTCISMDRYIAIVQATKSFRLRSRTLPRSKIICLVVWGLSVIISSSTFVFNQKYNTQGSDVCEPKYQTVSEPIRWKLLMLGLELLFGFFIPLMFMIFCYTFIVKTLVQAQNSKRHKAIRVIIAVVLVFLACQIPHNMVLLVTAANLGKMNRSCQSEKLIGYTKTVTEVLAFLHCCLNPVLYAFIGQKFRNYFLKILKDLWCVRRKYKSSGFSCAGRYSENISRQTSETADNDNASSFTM
EBI2 block: antagonists of human EBI2 receptor. P32249. EBI2 beta-arrestin recruitment, luminescence, 7a,25-OHC stimulated. inhibition, % at 5 µM. 360,000 tested, 0.81% active. AID 651636; in the data active means inhibition above about 38%;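 further: enzyme fragment complementation signal reports receptor beta-arrestin coupling in cells; 0% = agonist plus DMSO wells and 100% = wells without agonist; some results beyond the cut were filed as inactive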
Target sequence (P32249 whole entry, looked up, the tested form may be a part): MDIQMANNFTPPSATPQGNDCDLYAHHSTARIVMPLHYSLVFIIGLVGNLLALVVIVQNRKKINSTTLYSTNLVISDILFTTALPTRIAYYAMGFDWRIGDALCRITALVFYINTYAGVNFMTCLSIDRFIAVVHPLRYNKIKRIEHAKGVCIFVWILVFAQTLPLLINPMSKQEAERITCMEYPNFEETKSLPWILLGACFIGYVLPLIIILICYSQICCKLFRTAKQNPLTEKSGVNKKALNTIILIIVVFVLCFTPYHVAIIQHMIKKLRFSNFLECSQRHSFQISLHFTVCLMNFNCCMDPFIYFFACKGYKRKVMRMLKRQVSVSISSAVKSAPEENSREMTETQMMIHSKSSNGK
* hit, by the source's call; / = not tested or not shown.

SMILES	APJ antag	Gli-Sufu block	697 NFkB inh	CXCR6 block	UBC13 inh	Jurkat NFkB inh	CCR6 antag	EBI2 block
Cc1ccc2cc(C(c3nnnn3C3CCCC3)N(Cc3cccnc3)Cc3ccco3)c(=O)[nH]c2c1 (stereo unspecified)	17	-6	18	-5	4	3	16	15
CCc1nc(Nc2ccc(N3CCN(C(C)=O)CC3)cc2)c2oc3ccccc3c2n1	-24	7	-8	-14	12	1	-16	4
COc1ccc2[nH]c3ccc(OC)cc3c2c1	9	-9	-14	3	-6	-12	-2	16
Cc1ccc(C(=O)N2CCc3ccccc3C2)cc1S(=O)(=O)N1CCOCC1	-1	-2	-8	-2	-5	6	6	1
CN(C(=O)c1ccc(NC(=O)Cc2ccc(NC(=O)C3CCCN(C(=O)C4CCC4)C3)cc2)cc1)C1CCCC1 (stereo unspecified)	/	1	/	-3	/	/	16	-6
CN(C)CCN1CCc2ccccc21	-2	11	-20	-1	18	-30	-4	-7
O=C(c1cccc([N+](=O)[O-])c1)N1CCCC(C(=O)N2CCN(c3ccccc3)CC2)C1 (stereo unspecified)	-10	1	17	3	7	15	-3	5
O=C(CC1CCCC1)Nc1cc(S(=O)(=O)N2CCOCC2)ccc1O	-5	4	13	-9	-3	9	0	0
COc1ccc(Cl)cc1NC(=O)CS(=O)(=O)c1cccc2nsnc12	13	7	3	-1	3	0	7	1
CC(C)c1ccc(NC(=S)NNC(=O)c2cccnc2)cc1	16	-9	-12	1	-2	-6	11	-6
COc1cc(-c2cc(C(=O)N3CCN(c4ccccn4)CC3)c3ccccc3n2)cc(OC)c1OC	6	20	34	-5	6	9	-2	-24
C[C@@]12C(=O)Nc3cc(Cl)ccc3C(=O)N1[C@H]1c3cc(Br)ccc3OC[C@@H]1[C@@H]2c1ccccc1	-69	-21	7	-4	-30	24	15	3
O=C(NNc1ccc([N+](=O)[O-])cc1)c1ccccc1F	/	-32	/	17	/	/	22	-1
O=C(c1ccc(Br)cc1)N(C1=NCCCCS1)c1ccccc1	12	25	19	3	7	-7	20	7
Cc1cccc(-n2ncc3c(N4CCc5ccccc54)ncnc32)c1	11	/	-151	/	-1	-142	/	/
Cc1cccc(CNC(=O)c2ccccc2NC(=O)C2=CSCCO2)c1	-3	42	-8	4	0	-1	17	6
CC1CCCCC12NC(=O)N(CC(=O)NCc1ccccc1Cl)C2=O (stereo unspecified)	4	3	12	1	9	1	-1	4
Cc1ccc(C(=O)NNC(=O)C2CCN(c3ncccn3)CC2)cc1	-3	2	2	2	8	-16	23	-5
CN(CC(=O)NCC1COc2ccccc2O1)S(=O)(=O)c1ccc(Cl)cc1 (stereo unspecified)	6	-2	17	6	-18	-3	13	2
O=C(CC(c1ccc(F)cc1)c1ccco1)Nc1nccs1 (stereo unspecified)	19	4	-12	3	-6	-8	11	8
CC1CC(Nc2ccccc2)c2ccccc2N1C(=O)c1ccncc1 (stereo unspecified)	11	9	21	-3	9	-9	2	4
COc1ccccc1-c1coc2cc(OCC(=O)OCc3ccccc3)ccc2c1=O	-21	0	2	-5	-8	-9	5	-1
O=C(Nc1ccc2c(c1)CCC2)c1cccs1	2	-53	-145	-3	-5	-176	-4	-1
CC(=O)Nc1cc(C)ns1	/	-45	/	0	/	/	0	4
O=C(NN=C1c2ccccc2-c2ccccc21)c1ccccc1	26	-6	-5	30	8	3	42	-6
COC(=O)c1ccc(CNC(=O)CSc2nc3ccccc3[nH]2)cc1	-10	-7	20	-3	9	6	10	2
COc1ccc(NC(=O)CN(C)C(=O)c2cccc(NS(=O)(=O)c3ccc(Br)cc3)c2)cc1	-8	-2	2	-3	-4	19	0	2
CCCc1cc(=O)oc2cc(OCC(=O)Nc3ccc4c(c3)OCCO4)ccc12	-11	-7	10	-3	2	6	-13	-8
C[C@H]1CN([C@@H](C)CO)C(=O)c2cccc(NC(=O)C3CC3)c2O[C@H]1CN(C)Cc1ccncc1	17	3	21	2	2	0	3	-3
COC(=O)[C@@H]1OC(=O)[C@H]2O[C@@]23[C@@]1(C)CC[C@@H]1[C@@]2(C)C=CC(=O)OC(C)(C)[C@@H]2CC(=O)[C@]13C	-1	-2	10	-8	4	12	5	-3

Ordered by the number under 697 NFkB inh (descending): some entries from above
SMILES | 697 NFkB inh
C[C@H]1CN([C@@H](C)CO)C(=O)c2cccc(NC(=O)C3CC3)c2O[C@H]1CN(C)Cc1ccncc1 | 21
CN(CC(=O)NCC1COc2ccccc2O1)S(=O)(=O)c1ccc(Cl)cc1 (stereo unspecified) | 17
CC1CCCCC12NC(=O)N(CC(=O)NCc1ccccc1Cl)C2=O (stereo unspecified) | 12
CCCc1cc(=O)oc2cc(OCC(=O)Nc3ccc4c(c3)OCCO4)ccc12 | 10
Cc1ccc(C(=O)NNC(=O)C2CCN(c3ncccn3)CC2)cc1 | 2
Cc1cccc(CNC(=O)c2ccccc2NC(=O)C2=CSCCO2)c1 | -8

The listing continues:
SMILES	APJ antag	Gli-Sufu block	697 NFkB inh	CXCR6 block	UBC13 inh	Jurkat NFkB inh	CCR6 antag	EBI2 block
Cc1ccc(NC(=O)CSc2nc3ccccc3c(=O)n2CCCC(=O)NCCCN2CCOCC2)cc1	2	11	0	3	25	-3	17	3
CCOC(=O)Cn1c(-c2cccnc2)nc(-c2ccccc2)c1-c1ccccc1	/	10	/	3	/	/	18	-11
CS(=O)(=O)N(CC(=O)N1CCCCCC1)Cc1ccc(Cl)cc1	5	5	14	-4	5	8	-4	-5
O=C1COc2ccc(C(=O)COC(=O)c3ccco3)cc2N1	-19	-1	16	6	6	-2	-1	-6
COc1cc(C2c3c(oc4ccccc4c3=O)C(=O)N2CCN2CCOCC2)cc(OC)c1OC (stereo unspecified)	-20	30	4	3	-2	2	-11	1
COc1ccc(Oc2ccc(C(F)(F)F)cc2NC(=O)CC(CC(=O)O)c2ccccc2)cc1 (stereo unspecified)	21	9	3	1	-6	7	-10	-9
COP(=O)(OC)C(Nc1ccc(C)cc1)c1ccc(Br)cc1 (stereo unspecified)	/	14	/	0	/	/	3	-17
O=[n+]1cc(-c2ccccc2)n([O-])c2c1CCCCC2	-6	1	-46	-2	-5	-41	2	-4
COc1ccccc1OCC(=O)NNC(=O)c1c(-c2ccccc2Cl)noc1C	6	1	12	-5	5	-9	4	1
Cc1ccc(N2C(=O)C(Cc3ccc(O)cc3)NC2=S)cc1C (stereo unspecified)	67*	-3	-11	8	6	19	-44	1
COc1cccc(CN(C)C(=O)c2cc(S(=O)(=O)N3CCN(c4ccccc4)CC3)ccc2Cl)c1	-3	20	-33	12	3	1	16	0
CC(=O)c1ccc(N2CCN(c3ccc(S(=O)(=O)NCCN(C)C)cc3[N+](=O)[O-])CC2)cc1	11	6	-36	-3	-1	3	13	-4
FC(F)(F)c1ccc(CN2C[C@@H]3C(c4ccc(C(F)(F)F)cc4)C4(c5cccnc5)CC3(C4)[C@H]2c2ccccc2)cc1 (stereo partly specified)	-6	5	11	-19	-26	13	14	-2
COc1cccc(CNC(=O)CSc2nc(=O)n(Cc3ccncc3)c3c2CCC3)c1	6	-3	7	-5	1	10	-3	-9
CCOC(=O)C1(CCOc2ccccc2)CCN(Cc2ccc(C)o2)CC1	14	3	3	6	3	6	2	5
Cc1c(Br)c([N+](=O)[O-])nn1C(C)C(=O)NCC1CCCO1 (stereo unspecified)	4	-4	9	-11	18	8	-6	-19
Cc1cccc(N2CCN(C(=O)C3CCCCC3)CC2)c1C	17	8	-24	-8	7	-6	13	-9
O=C(CCSc1nnc2scc(-c3ccccc3)n12)NCc1ccc2c(c1)OCO2	7	-4	7	10	6	-2	-6	6
CCN(CC(=O)Nc1ccc2c(c1)OCCO2)C(=O)c1ccc(C)c(S(=O)(=O)N2CCOCC2)c1	0	-4	-7	-13	-1	10	8	-6
CCN1CCN(S(=O)(=O)c2ccc(Cl)c(C(=O)N(C)CC(=O)Nc3c(C)cccc3C)c2)CC1	/	3	/	0	/	/	0	-6
O=C(CSc1nncn1-c1ccccc1)Nc1cc(Cl)cc(Cl)c1	2	0	12	-11	3	10	-8	-1
CCOC(=O)N1CCN(C(=O)Nc2ccccc2Cl)CC1	-10	-3	-1	-8	0	0	-11	2
COC(=O)c1sccc1NC(=S)Nc1cccc(F)c1	4	5	-10	10	27	-8	6	-9
O=C(Nc1ccc(S(=O)(=O)Nc2ncccn2)cc1)C1CC(=O)N(c2ccc(Cl)cc2)C1 (stereo unspecified)	21	-2	7	2	0	13	7	-4
COC(=O)CC1C(=O)NC2CCCCC2N1C(=O)c1ccccc1 (stereo unspecified)	15	0	15	4	0	7	0	-2
C#CC[N+](C)(C)CCCCCCCC	0	21	0	-7	-10	2	5	2
C/C(=N\NC(=S)NCc1ccccc1)c1ccc2ccccc2c1OC(F)F	22	-2	11	32	3	-4	47	5
COC(=O)C1C(=O)c2c([nH]c(C(=O)OC3CCCCC3)c2C)CC1C (stereo unspecified)	0	-24	-169	-1	-1	-163	13	5
Cc1ccc(NCc2nc3ccccc3n2C)c(C)c1	-10	-55	-241	4	0	-130	8	2
Cc1nn(CC2CC2)c(=O)n1-c1ccc(Cl)cc1	5	-2	0	-3	-9	0	0	0
COc1ccccc1/C=C/C(=O)OC(C)CN1CCOCC1 (stereo unspecified)	-10	3	9	4	11	-9	14	0
Cn1cc([N+](=O)[O-])c(C(=O)NCc2cc3ccccc3[nH]2)n1	6	-5	8	-10	-5	3	0	-7
Cc1ccc(SC[C@H](C)CN2CC[C@H](NC(=O)OCc3ccccc3)CCC2=O)cc1	-3	0	24	-4	10	1	19	-9
CC(=O)Nc1ccccc1Sc1ccccc1	3	0	17	13	3	4	-6	-7
O=C(/C=C/c1ccco1)NC(=S)Nc1cc(-c2nc3ccccc3s2)ccc1Cl	/	-11	/	-2	/	/	47	5
Clc1ccc(CNc2cnccn2)cc1Cl	-35	-12	-8	7	16	-34	2	-7
CN(CCc1ccccc1)C(=O)c1ccc(NC(=O)Cc2ccc(NC(=O)C3CCCN(C(=O)C4CCCCC4)C3)cc2)cc1 (stereo unspecified)	/	4	/	-6	/	/	2	-2
COc1ccc(OC)c(/C=C/C(=O)NCCc2nc3ccccc3[nH]2)c1	11	2	2	-4	14	7	11	2
CC(C)CC(=O)Nc1ccnn1C1CCN(C(=O)c2ccccc2F)CC1	6	-2	-10	14	-10	-2	-2	-2
Cc1ccccc1N1C(S)=C(C#N)C(=O)NC1c1cccs1 (stereo unspecified)	4	4	14	3	-3	3	12	2
CCCC(=O)Nc1ccc(C(=O)Nc2nnc(COCC)s2)cc1	0	-7	-7	-2	-1	0	14	1
O=C(COC(=O)c1nsc(Cl)c1Cl)NC1CCCC1	8	-10	14	1	7	3	20	5
Cc1cccc(C(=O)NCC(=O)N2CCCC2)c1	12	-11	0	40*	8	4	0	-13
COc1ccccc1NS(=O)(=O)c1cc(N2Cc3ccccc3C2=N)ccc1N1CCOCC1	10	11	4	4	3	-7	5	-11
O=C(CSc1nnc2scc(-c3ccccc3)n12)N1CCCc2ccccc21	16	10	6	2	4	-2	4	1
Nc1nnc(SCc2cn3cc(Cl)ccc3n2)s1	-8	-62	-29	-8	-3	-23	7	-7
NC(=O)c1cccc(-c2noc(-c3ccccc3F)n2)c1	1	-238	-2	0	20	-17	7	-11
O=C(CNC(=O)C12CC3CC(CC(C3)C1)C2)N/N=C\c1ccco1	-4	-3	7	3	1	9	-5	-4
CCOC(=O)CCNC(=O)N1CCCC(CNS(=O)(=O)c2cccs2)C1 (stereo unspecified)	-2	-7	-3	-1	0	10	-8	-6
CCOc1cc(NC(=S)NCCCN2CCOCC2)c(OCC)cc1NC(=O)C(C)C	-4	10	21	-3	1	-6	12	-10
O=C1OCC2=C1C(c1ccccc1)CC(=O)N2c1cccc(F)c1 (stereo unspecified)	5	/	4	0	-7	-8	3	7

Exported with two lines to a compound: part of the list above
Values run as follows: APJ antag | Gli-Sufu block | 697 NFkB inh | CXCR6 block | UBC13 inh | Jurkat NFkB inh | CCR6 antag | EBI2 block
NC(=O)c1cccc(-c2noc(-c3ccccc3F)n2)c1
    1 | -238 | -2 | 0 | 20 | -17 | 7 | -11
O=C(CNC(=O)C12CC3CC(CC(C3)C1)C2)N/N=C\c1ccco1
    -4 | -3 | 7 | 3 | 1 | 9 | -5 | -4

Source: PubChem BioAssay
